Screening results: PubChem, several laboratories
SR-BI DiI inh: inhibitors of SR-BI mediated HDL lipid uptake, primary screen, ldlA[mSR-BI] cells, fluorescence, single point; Scavenger receptor class B member 1 (Mus musculus), Q61009; ldlA[mSR-BI] CHO cells, DiI-HDL uptake fluorescence, 3 h; inhibition, % at 12.5 µM; hit rate 0.96% among 320,000; AID 488896, 2010;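 active = mean replicate inhibition of at least 70% and a set share of replicates each scoring 70 or more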;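 note: 0% = median of neutral control wells and 100% = median of positive control wells; values of inactives mirror those of a sister screen read the other way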
Target sequence (Q61009 whole entry, looked up): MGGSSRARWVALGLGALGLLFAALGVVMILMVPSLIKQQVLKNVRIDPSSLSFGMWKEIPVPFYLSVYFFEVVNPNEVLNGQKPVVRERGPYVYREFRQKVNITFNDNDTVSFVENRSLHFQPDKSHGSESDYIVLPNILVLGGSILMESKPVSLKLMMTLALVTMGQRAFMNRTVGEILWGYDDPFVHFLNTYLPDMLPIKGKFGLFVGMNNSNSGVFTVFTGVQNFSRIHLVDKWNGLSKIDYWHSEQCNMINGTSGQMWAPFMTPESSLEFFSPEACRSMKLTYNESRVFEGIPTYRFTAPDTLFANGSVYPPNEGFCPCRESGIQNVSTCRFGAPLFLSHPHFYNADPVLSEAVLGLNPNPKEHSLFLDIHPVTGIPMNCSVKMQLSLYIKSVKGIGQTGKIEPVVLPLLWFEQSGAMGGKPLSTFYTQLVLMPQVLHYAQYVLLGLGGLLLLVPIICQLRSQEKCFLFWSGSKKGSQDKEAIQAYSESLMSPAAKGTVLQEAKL
MITF act: activators of MITF-driven TRPM1 promoter reporter, primary screen, cell-based, SK-MEL-5, luciferase, single point; hit rate 0.75% among 300,000; SK-MEL-5 TRPM1-promoter luciferase, 24 h; % of positive control, neutral wells = 0; activation, % at 12.5 µM; AID 588334, 2011;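 active = mean activation of at least 80% with every replicate also reaching 80%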;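 note: 0% = neutral control wells and 100% = parthenolide positive control wells; values of inactives mirror those of a sister screen read the other way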
HTR5A inv ag: HTR5A inverse agonists in luminescence cell assay, primary screen, counter-screen for OPRM1-OPRD1 heterodimer inverse agonist project, full-deck HTS; 5-hydroxytryptamine receptor 5A (Homo sapiens), P47898; HTR5A cell line, inverse agonism; inhibition, % at 9.3 µM; hit rate 0.083% among 340,000; AID 504634, 2011; in the data active = inhibition mostly above about 23%, no sharp cut-off; inactive = mostly below about 18%;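 note: 0% = cells with DMSO and 100% = no-cell wells with DMSO; some compounds called inactive have numbers as strong as hits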
Target sequence (P47898 whole entry, looked up): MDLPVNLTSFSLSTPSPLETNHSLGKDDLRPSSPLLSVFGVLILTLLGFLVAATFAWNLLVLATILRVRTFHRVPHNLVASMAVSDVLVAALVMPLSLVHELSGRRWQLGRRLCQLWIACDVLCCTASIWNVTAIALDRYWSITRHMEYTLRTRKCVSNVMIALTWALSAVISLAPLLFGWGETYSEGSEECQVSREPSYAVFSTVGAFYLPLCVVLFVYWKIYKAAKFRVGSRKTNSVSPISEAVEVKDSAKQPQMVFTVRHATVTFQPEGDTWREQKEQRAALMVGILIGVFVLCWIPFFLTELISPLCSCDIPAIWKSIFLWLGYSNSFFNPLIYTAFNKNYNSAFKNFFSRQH
PvdQ inh: P. aeruginosa PvdQ acylase inhibitors, primary screen, biochemical, fluorescence, plate reader and imaging, single point; purified PvdQ acylase; inhibition, % at 10 µM; hit rate 0.063% among 340,000; AID 488965, 2010; PvdQ acylase [Pseudomonas aeruginosa LESB58]; in the data active = inhibition above about 30%, passing the limit was not always enough;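 note: 0% = vehicle neutral wells and 100% = reference inhibitor wells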
dFosB act: activators of delta FosB homodimer, primary screen, biochemical, fluorescence polarization, TAMRA-CDK5 oligo, single point. AID 493131, 2011. purified delta FosB; percent of positive-control signal above neutral wells. hit rate 0.99% among 340,000. activation, % at 25 µM. Protein FosB (Mus musculus), P13346;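 active = mean activation above about 17%, with every replicate also reaching it, limit read from the data, passing the limit was not always enough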;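 note: fluorescence polarization rise as delta FosB binds a TAMRA Cdk5 AP-1 oligo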
V-ATPase pHluor: regulators of yeast V-ATPase proton pumping, primary screen, pHLuorin cytosolic pH fluorescence | S. cerevisiae | hit rate 0.37% among 350,000 | response, % at 10 µM; in the data active = response mostly above about 7.3%, no sharp cut-off; inactive = mostly below about 5.4%; note: actives read high; inactives centre near 0; some compounds called inactive have numbers as strong as hits; reference of the scale not given here
NSD2 HMT inh: NSD2 histone methyltransferase inhibitors, primary screen, biochemical, AlphaScreen, single concentration, set 2. NSD2 peptide methylation, 120 min. AID 743445, 2014. hit rate 0.54% among 310,000. inhibition, % at 12.5 µM. Histone-lysine N-methyltransferase NSD2 (Homo sapiens), O96028; in the data active = inhibition above about 50%
Wnt act: Wnt/beta-catenin pathway activators, primary screen, cell-based, plate reader, single point. AID 743398, 2014. hit rate 1.2% among 300,000. activation, % at 9.35 µM. Wnt/beta-catenin reporter cell assay, activator; in the data active = activation above about 30%, passing the limit was not always enough;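 note: 0% = neutral control wells and 100% = positive control wells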
CDK5 inh: inhibitors of human CDK5/p35 kinase, primary screen, biochemical, single concentration; Recombinant CDK5/p35, ADP-Glo luminescence, 60 min; inhibition, % at 10 µM; hit rate 0.01% among 330,000; AID 488839, 2010;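 active = highest replicate inhibition of at least 50% and at least 75% of replicates reaching 50%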;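 note: plate controls were DMSO neutral control for no effect and GW8510 at 10 µM for full effect; many of its hits are not listed in these tables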
HTR5A ag ctr: HTR5A agonists in luminescence cell assay, primary screen, counter-screen for OPRM1-OPRD1 heterodimer agonist project, full-deck HTS; 5-hydroxytryptamine receptor 5A (Homo sapiens), P47898; cell-based; activation, % at 9.3 µM; hit rate 0.61% among 340,000; AID 504692, 2011; in the data active = activation mostly above about 9.5%, no sharp cut-off; inactive = mostly below about 7.6%;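 note: 0% = cells with vehicle only and 100% = reference agonist; strong numbers were not always called active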
Numbers without * were called inactive; x = not tested or not shown. Outcome played no part in choosing rows; about 5% have a hit in one of these screens.

SMILES | SR-BI DiI inh | MITF act | HTR5A inv ag | PvdQ inh | dFosB act | V-ATPase pHluor | NSD2 HMT inh | Wnt act | CDK5 inh | HTR5A ag ctr
C1CC1Cc1noc(CN2CCN(C3C4CC5CC(C4)CC3C5)CC2)n1 (stereo not drawn) | 4.7 | -1.9 | 3.1 | -5.3 | -4.9 | -1.3 | -1.0 | -8.1 | 0.6 | 0.8
O=C1c2ccccc2COc2ccc(O)cc21 | -1.8 | 19.7 | 17.2 | -5.3 | -5.4 | 2.5 | 6.9 | 0.6 | 2.6 | -4.2
COc1ccc(NC(=S)N2CCN(S(C)(=O)=O)CC2)cc1 | -9.4 | 2.6 | -19.7 | -2.3 | -15.4 | -1.7 | -2.8 | 0.9 | 0.3 | -1.0
O=C(Nc1ccc2c(c1)CCC2)Nc1ccccc1Cl | 22.5 | 68.0 | -28.5 | -8.0 | -6.0 | 0.6 | -2.3 | 51.5* | -3.7 | 1.2
Cc1cccc(N2CCc3c2nc2ccc(Br)cc2c3N)c1 | 90.8* | 24.2 | 9.6 | -3.8 | 33.4* | 2.5 | -1.7 | 11.9 | 0.1 | -2.5
CCc1sc(C(=O)Nc2cccc(C(C)=O)c2)cc1C | 66.4 | 18.3 | 12.2 | 1.2 | -22.5 | -5.8 | -1.6 | x | -3.8 | 2.5
NC(=O)C[n+]1cccc(CNC(=O)c2ccc(OC(F)F)cc2)c1 | -9.7 | -1.0 | 8.4 | -6.7 | -9.6 | -0.3 | 2.0 | 2.5 | -1.3 | -3.0
CSc1ccc(OC2CCCCC2NS(=O)(=O)c2ccc(Cl)cc2)cc1 (stereo not drawn) | 12.0 | 10.3 | -4.0 | -10.8 | -7.3 | 1.0 | 0.3 | 11.7 | -1.1 | 5.5
Cc1cc(C(F)(F)F)nc(SCCN2CCOCC2)c1C#N | 2.5 | -4.0 | -1.8 | -3.1 | -1.8 | 8.5 | -0.9 | -0.4 | -1.8 | 0.6
N#C/C(=C(/O)c1ccc([N+](=O)[O-])s1)c1nc2ccccc2[nH]1 | x | -4.8 | 9.2 | -2.5 | -1.5 | -2.8 | -1.8 | -12.2 | 1.5 | -2.3
O=[N+]([O-])c1cccc(NC(=S)Nc2nc(-c3ccccc3Cl)cs2)c1 | 84.4* | -15.8 | 10.7 | 2.1 | -0.7 | 2.5 | 0.0 | 5.3 | -1.1 | -2.9
Cc1nc(NC(=O)COc2ccccc2)sc1C(=O)Nc1ccccc1 | 14.4 | x | -15.8 | -12.4 | -0.4 | 2.2 | 0.8 | 0.9 | -2.6 | 1.2
O=C(Nc1ccc(Br)cc1Br)c1cccc2c1C(=O)N(C1CCCCC1)C2 | -21.5 | 1.7 | 7.9 | -2.5 | -15.2 | 1.4 | -5.4 | -6.3 | -0.4 | 2.0
CCC(CO)NCC(O)COCc1ccc2c(c1)OCO2 (stereo not drawn) | 4.0 | x | -19.8 | -4.9 | -6.0 | 4.8 | 1.7 | -0.9 | -2.3 | -0.6
O=C(NCc1ccco1)C1CCCN1S(=O)(=O)c1ccccc1C(F)(F)F (stereo not drawn) | 2.8 | 6.7 | -7.1 | 7.8 | 2.1 | -2.0 | x | 3.5 | 1.7 | 1.9
O=C(c1cc(COc2ccc(F)cc2F)on1)N1CCCC(c2ccccc2)C1 (stereo not drawn) | -6.9 | 10.6 | -12.1 | -9.3 | -9.9 | 5.9 | -1.1 | 2.6 | 0.9 | 4.9
CCOC(=O)c1ccc(NC(=S)N2CCCC(C(=O)OCC)C2)cc1 (stereo not drawn) | 9.9 | -2.1 | 11.7 | -3.0 | -6.7 | 0.4 | 1.4 | -2.2 | 0.4 | 2.7
Cc1ccc(S(=O)(=O)N(C)C)cc1NC(=O)COC(=O)c1c(-c2ccccc2)noc1C | 16.2 | -3.0 | -14.2 | -0.3 | -15.2 | 16.1 | 3.0 | -0.4 | 0.6 | 6.8
O=C(/C=C/c1ccccc1)NCCOc1ccccc1 | -17.0 | 48.1 | -1.6 | 0.9 | -5.2 | -2.8 | 2.6 | -1.2 | -1.4 | 2.1
COc1cc2ccccc2cc1C(=O)Nc1ccc(C)cc1 | 47.2 | x | -15.5 | -8.6 | -7.8 | 0.6 | -0.1 | 11.7 | -0.4 | 4.2
C/C(=N\NC(=O)Cc1ccccc1)c1ccc(Br)s1 | 24.5 | x | 2.6 | -14.4 | 6.6 | -2.1 | -1.5 | -0.9 | -1.7 | -0.7
O=CN1CCCN(Cc2nc(-c3cccc(Cl)c3)no2)CC1 | -0.2 | 24.1 | -9.8 | -10.2 | -7.0 | 0.5 | x | 16.9 | -1.5 | 3.5
O=C(COc1coc(CN2CCN(c3cccc(Cl)c3)CC2)cc1=O)NC1CCCC1 | -13.6 | -4.5 | -2.7 | -4.1 | -5.9 | -2.3 | -2.0 | 1.1 | -2.3 | 3.0
O=C(Nc1ccc2c(c1)OCCO2)C1CCN(S(=O)(=O)c2ccc(Br)s2)CC1 | -0.2 | 8.1 | 14.5 | -4.2 | -3.4 | 1.6 | x | x | 0.6 | 2.4
Cc1oc2cc(O)ccc2c(=O)c1-c1cnn(-c2ccccc2)c1 | 26.6 | 4.9 | -22.2 | 1.3 | -2.3 | -2.1 | -0.2 | x | 0.8 | 5.6
COc1cc(/C=C2\SC(=S)N(NC(=O)c3ccccc3O)C2=O)ccc1O | x | 6.2 | 9.2 | -8.9 | 7.5 | 0.7 | 18.5 | 1.2 | -0.9 | -2.4
COc1ccc2cc(CCNC(=O)CC(C)(C)C)c(=O)[nH]c2c1 | -26.1 | 17.8 | -23.0 | -12.3 | -5.7 | 7.9 | -4.9 | x | 0.2 | 2.7
N#CC(C#N)C(c1ccsc1)c1c(-c2ccccc2)[nH][nH]c1=O (stereo not drawn) | 26.7 | -3.8 | -0.6 | -4.2 | -1.8 | -2.6 | -0.5 | x | 0.0 | -1.8
CC(C)OC(=O)CSc1nnc(Cc2ccccc2)n1C | -1.4 | -10.7 | 10.9 | 2.1 | -10.1 | x | 2.7 | x | 0.5 | -4.9
O=C1CCCN1Cc1ccccc1 | -1.8 | -12.2 | 8.7 | -15.5 | 3.4 | -2.3 | x | 0.1 | -1.1 | -2.4
Cc1ccccc1OCC(=O)OCC(=O)c1c[nH]c2ccccc12 | -11.3 | -15.7 | -1.0 | -17.1 | -7.3 | 0.4 | 1.6 | -1.4 | 0.6 | 0.4
CS(=O)(=O)c1ccc(-c2nnn(CC(N)=O)n2)cc1 | -32.9 | 3.8 | 6.2 | 2.8 | 1.7 | 4.5 | -8.2 | -0.9 | 0.3 | -2.2
CCOC(=O)C1=C(COC(=O)[C@H](C)NS(=O)(=O)c2ccccc2F)NC(=O)NC1C (stereo partly drawn) | -7.2 | 1.3 | -2.0 | -14.6 | -4.7 | -2.3 | -3.5 | -3.5 | 0.0 | 0.6
O=C1COc2cccnc2N1 | 0.7 | x | 1.9 | -8.5 | 3.2 | -2.0 | -1.2 | x | 0.3 | -0.6
CCCn1c(C)cc(C(=O)CSc2nc3ccccc3c(=O)n2Cc2ccco2)c1C | 8.0 | 35.6 | 8.9 | -11.2 | -12.3 | 2.9 | -0.5 | 15.5 | -1.7 | 2.8
COc1ccc(CNS(=O)(=O)CCNC(=O)c2ccccc2)cc1 | 12.7 | -1.0 | 3.0 | 8.4 | 1.6 | 1.5 | x | -1.8 | 1.2 | -1.1
Cc1cc(NC(=O)CCCC(=O)N(c2ccccc2)C(C(=O)NC2CCCCC2)c2cccs2)no1 (stereo not drawn) | 22.2 | -10.7 | -10.5 | -11.9 | -11.3 | 0.9 | -1.4 | 1.1 | -1.1 | -3.1
O=C(Nc1cc([N+](=O)[O-])ccc1Cl)C(Sc1ccccc1)c1ccccc1 (stereo not drawn) | 19.3 | -2.8 | 11.0 | -0.9 | -7.5 | 4.5 | -0.7 | -1.8 | -0.2 | 4.1
CCOc1ccccc1C(=O)Nc1ccc(-n2nncc2C(C)(C)C)cc1 | 61.2 | -8.4 | 5.4 | -4.7 | 3.6 | -1.6 | 31.0 | 0.1 | -1.3 | -2.2
CCOc1ccc(N(Cc2nnc3n2CCCCC3)C(=O)Nc2cccc(C)c2)cc1 | -2.0 | -3.4 | 0.5 | 1.6 | -1.3 | -2.2 | -1.3 | 9.0 | -2.9 | 5.3
Cc1c2c([n+]3n1CCC3)CC(C)(C)CC2=O | -2.9 | 1.2 | -0.6 | -0.6 | -0.7 | 2.8 | x | 1.0 | 4.4 | -1.4
COc1ccc(Cc2n[nH]c(=S)n2N)cc1OC | 8.6 | -3.2 | 8.7 | -14.0 | 5.2 | 0.9 | 4.7 | 1.4 | 1.8 | -0.6
COc1cccc(COC(=O)C2CCN(S(=O)(=O)c3ccc(Cl)cc3)CC2)c1OC | -15.8 | 0.9 | -16.2 | 7.6 | -5.3 | 4.8 | -0.7 | -1.1 | -2.1 | 6.2
CN(CC(=O)Nc1ccc(F)cc1)C(=O)COC(=O)CCN1C(=O)C2CC=CCC2C1=O (stereo not drawn) | -9.4 | -0.4 | -23.7 | -12.2 | -3.0 | 3.4 | -3.1 | 0.1 | -0.4 | 1.7
CC(SCC(=O)Nc1ccc(S(=O)(=O)N2CCCCC2)cc1)C(=O)O (stereo not drawn) | -15.4 | -5.5 | -0.9 | -23.1 | -7.5 | 1.7 | -0.2 | x | 0.2 | 0.3
Cc1ccc(N2C(=O)C3C4C=CC(CNC(=S)N5CCN(c6ccccn6)CC5)(O4)C3C2=O)cc1 (stereo not drawn) | x | -16.1 | -4.1 | -14.2 | 2.6 | 0.2 | x | -2.4 | 0.8 | -1.8
COc1cc(/C=C/C(=O)OCC(=O)NCCCc2ccccc2)ccc1O | 20.1 | 0.1 | 6.1 | -5.4 | -4.7 | 1.0 | 0.7 | -0.4 | 1.8 | -2.4

An excerpt from above in order of heavy-atom count, ascending:
SMILES | SR-BI DiI inh | MITF act | HTR5A inv ag | PvdQ inh | dFosB act | V-ATPase pHluor | NSD2 HMT inh | Wnt act | CDK5 inh | HTR5A ag ctr
COc1ccc(Cc2n[nH]c(=S)n2N)cc1OC | 8.6 | -3.2 | 8.7 | -14.0 | 5.2 | 0.9 | 4.7 | 1.4 | 1.8 | -0.6
CC(SCC(=O)Nc1ccc(S(=O)(=O)N2CCCCC2)cc1)C(=O)O (stereo not drawn) | -15.4 | -5.5 | -0.9 | -23.1 | -7.5 | 1.7 | -0.2 | x | 0.2 | 0.3
CCOc1ccc(N(Cc2nnc3n2CCCCC3)C(=O)Nc2cccc(C)c2)cc1 | -2.0 | -3.4 | 0.5 | 1.6 | -1.3 | -2.2 | -1.3 | 9.0 | -2.9 | 5.3
